Compound activity deposited in PubChem by National Center for Advancing Translational Sciences (NCATS).
IP6K1 inhibitor: Primary qHTS assay for small molecule inhibitors of Inositol hexaphosphate kinase 1 (IP6K1). IP6K1 kinase, ADP-Glo luminescence, 2 h; stronger effect = lower value. activity change, % (series mostly up to about 58 µM). hit rate 0.81% among 140,000; in the data active = activity change below about -25%
Target sequence (Q92551 whole entry, looked up): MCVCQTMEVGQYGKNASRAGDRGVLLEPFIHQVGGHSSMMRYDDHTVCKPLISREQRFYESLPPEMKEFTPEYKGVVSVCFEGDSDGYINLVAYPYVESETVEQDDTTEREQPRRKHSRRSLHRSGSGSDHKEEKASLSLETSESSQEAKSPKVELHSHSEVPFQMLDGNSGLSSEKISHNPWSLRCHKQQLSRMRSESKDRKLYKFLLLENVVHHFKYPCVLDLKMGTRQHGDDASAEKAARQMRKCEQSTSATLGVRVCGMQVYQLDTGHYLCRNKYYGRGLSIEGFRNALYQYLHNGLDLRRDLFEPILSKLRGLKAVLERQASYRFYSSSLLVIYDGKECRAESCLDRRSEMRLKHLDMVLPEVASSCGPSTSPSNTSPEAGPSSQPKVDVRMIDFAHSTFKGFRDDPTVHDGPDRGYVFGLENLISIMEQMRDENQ
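ADP-Glo luminescence measures ADP made by human IP6K1 during a 2 h RT reaction with ATP/IP6 (mix at 1.3 mM/130 uM); top library doses 57.5 and 19.1 uM final.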
HEK293 viab: GF-AFC viability counterscreen for inhibitors of alpha-synuclein gene (SNCA) expression; HEK-293-SNCA-luc viability, GF-AFC fluorescence, 24 h; AID 1671193, 2021; hit rate 0.12% among 150,000; Potency, µM (top dose mostly 57.1 µM), inactives show at the highest dose activity change, negative = cytotoxicity, actives largely listed as cytotoxic;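 note: potency is the fitted concentration of half-maximal effect; 0% = DMSO-treated cells and -100% = medium-only wells without cells; nearly all actives have a fitted effect of over 30% in size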
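HEK-293-SNCA-luc cells (1500/well) plated 24 h, then exposed 24 h to a dilution series; GF-AFC added 30 min at 37C, fluorescence 405/540 nm; normalised to medium-only and DMSO wells, Hill fit.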
SNCA expr inhib: Primary qHTS assay for inhibitors of alpha-synuclein gene (SNCA) expression; HEK-293 SNCA-luciferase knock-in, luminescence, 24 h; Potency, µM (series often up to 57.2 µM), for inactives: top-dose activity change, negative = inhibition, hits mostly inhibitors; hit rate 0.17% among 140,000;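 note: potency is the fitted concentration of half-maximal effect; plate controls were DMSO cells for no effect and cell-free wells for full effect; nearly all actives have a fitted effect of over 45% in size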
NIH3T3 tox: Cytotoxic Profiling in NIH 3T3 Cell Line of Diverse Libraries Using Quantitative High-Throughput Screening; NIH 3T3 viability, CellTiter-Glo ATP luminescence, 48-72 h; AID 1345082, 2018; hit rate 4.3% among 94,000; Potency, µM (highest dose often 96.7 µM), without a hit: at the highest dose activity change, negative = cytotoxicity, actives largely listed as inhibitors; note: potency is the fitted concentration of half-maximal effect; nearly all actives have a fitted effect of over 55% in size
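Cells were seeded at 400 per well, treated with pin-transferred compound, and kept 48 or 72 hr at 37 °C before CellTiter-Glo addition and luminescence imaging of cellular ATP.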
HEK cytotox: Cytotoxic Profiling in HEK 293 Cell Line of Diverse Libraries Using Quantitative High-Throughput Screening | hit rate 6.6% among 94,000 | AID 1345083, 2018 | Potency, µM (titrated, usually from 115 µM), for the others: top-dose activity change, negative = cytotoxicity, most hits filed as inhibitors | HEK 293 viability, ATP luminescence (CellTiter-Glo), 48-72 h; note: potency is the fitted concentration of half-maximal effect; nearly all actives have a fitted effect of over 60% in size
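Viability of HEK 293 cells, plated at 250 cells/well, was judged by cellular ATP after compound treatment for 48 or 72 hr. Luminescence was imaged 10 min after CellTiter-Glo addition at room temperature.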
GPT2 inhibitor: Primary qHTS assay for inhibitors of Glutamate pyruvate transaminase 2 (GPT2). Potency, µM (doses to about 57.7 µM), inactives show top-dose activity change, negative = inhibition, usual class: inhibitors. hit rate 0.25% among 100,000. Recombinant GPT2, coupled pyruvate oxidase/HRP Amplex Red fluorescence. AID 1671188, 2021. Alanine aminotransferase 2 (Homo sapiens), Q8TD30; note: potency is the fitted concentration of half-maximal effect; nearly all actives have a fitted effect of over 60% in size; many of its hits are not listed in these tables
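Recombinant GPT2 (10ng/uL) with 250uM a-KG and 2mM L-alanine, 30 min at room temperature, in HEPES pH 7.5 buffer. Pyruvate detected by pyruvate oxidase/HRP/Amplex Red fluorescence after 30 min in the dark; AOA (50uM) as positive control.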
Luciferase inh: Firefly luciferase inhibition profiling of diverse chemical library using quantitative high-throughput screening; Potency, µM (highest dose often 115 µM), without a hit: at the highest dose activity change, negative = inhibition, hits mostly inhibitors; hit rate 2.5% among 76,000; AID 1347043, 2019; purified P. pyralis luciferase, luminescence, biochemical; Luciferin 4-monooxygenase (Photinus pyralis), P08659; note: potency is the fitted concentration of half-maximal effect; nearly all actives have a fitted effect of over 65% in size
Target sequence (P08659 whole entry, looked up): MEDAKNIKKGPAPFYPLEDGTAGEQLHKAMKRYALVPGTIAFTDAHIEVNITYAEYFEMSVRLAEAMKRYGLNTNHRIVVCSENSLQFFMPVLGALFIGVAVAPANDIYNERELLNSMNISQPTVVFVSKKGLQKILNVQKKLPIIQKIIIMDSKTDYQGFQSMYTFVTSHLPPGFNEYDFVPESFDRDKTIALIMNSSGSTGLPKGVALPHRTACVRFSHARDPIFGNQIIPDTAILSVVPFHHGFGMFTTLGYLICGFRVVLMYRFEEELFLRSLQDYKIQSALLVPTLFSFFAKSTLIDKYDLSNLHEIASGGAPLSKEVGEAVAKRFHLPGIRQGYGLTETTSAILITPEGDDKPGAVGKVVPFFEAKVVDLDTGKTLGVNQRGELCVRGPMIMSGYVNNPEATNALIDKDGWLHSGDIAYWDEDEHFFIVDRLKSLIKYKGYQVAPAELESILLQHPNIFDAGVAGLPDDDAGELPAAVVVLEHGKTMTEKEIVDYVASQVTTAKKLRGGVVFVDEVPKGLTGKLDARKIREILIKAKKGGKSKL
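Inhibitors were tested against purified firefly luciferase in a biochemical, low-substrate format (both substrates at 10uM) and luminescence measured with a CCD imager.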
* = called active by the depositor; i = inactive; u = inconclusive; x = not tested or not shown; [ ] = dose if it differs, or a comment. Unless noted, calls come from the whole dose curve; as a rule, active = well fitted curve in the direction sought with a large enough effect; inconclusive = small, poorly fitted or top-dose-only effect, or another doubt; inactive = no such curve, though single readings can be large; an effect the other way counts as inactive or inconclusive. Unless noted, % is set by controls: 0 for no effect and ±100 for the full control effect. Not all compounds are listed, so the mix of outcomes need not match the whole.

Values in the order: IP6K1 inhibitor, HEK293 viab, SNCA expr inhib, NIH3T3 tox, HEK cytotox, GPT2 inhibitor, Luciferase inh
CC(C)c1ccc(NC(=O)CN2C(=O)C3(SCC(=O)N3c3ccc(F)cc3)c3ccccc32)cc1 (stereo not drawn)
  22, -13%, u, x, x, x, x
Cc1ccc(Nc2cc(=O)[nH]c(=O)[nH]2)cc1C
  -5, -1%, 16%, x, x, x, x
Cc1cccc(-c2cccc(CN3CCC(NC(=O)c4ccccc4F)CC3)c2)c1
  4, -7%, u, 40µM*, u, 1%, x
Cn1cc(CN2CCCC(CCc3cccc(C(F)(F)F)c3)C2)cn1 (stereo not drawn)
  6, 0%, 7%, u, u, -11%, 2%
CC(C)(C)OC(=O)N1CCC(c2c(C(=O)O)cnn2-c2ccc(F)cc2F)CC1
  -2, 0%, -6%, x, x, x, x
CC(C)[C@H]1CN(CCS(C)(=O)=O)C[C@@H]1NC(=O)c1ccco1
  8, 5%, 3%, 4%, -24%, -3%, 8%
COc1cc(CNC(=O)[C@H]2CCC[C@H]2NC(=O)c2ccncc2)cc(OC)c1
  4, 6%, -27%, -16%, -2%, -11%, -1%
Cc1nn(-c2ccccc2)c(OC(=O)c2ccccc2)c1S(=O)(=O)c1ccccc1
  -33*, 9%, -18%, x, x, x, x
Cc1nc(-c2ccccc2)sc1-c1ccc(SCC(=O)NCc2ccc(Cl)cc2)nn1
  0, 9%, 32%[activator], x, x, x, x
O=S(=O)(c1ccc(-n2cnnn2)cc1)N1CCN(c2ccccc2F)CC1
  20, 7%, 11%, x, x, x, x
CCCCC1CN(c2ccccc2OC)C(=O)CN1C(=O)c1cnn(C)c1 (stereo not drawn)
  9, 2%, -6%, -14%, -6%, -17%[11.5 µM], -11%
Cc1cc(S(=O)(=O)Nc2cc3c(cc2C)n(C)c(=O)c(=O)n3C)ccc1F
  3, 6%, -11%, x, x, x, x
COc1nc(C)c(C(=O)N2CCn3nc(CO)cc3C2)s1
  9, 0%, 12%, -14%, -1%, 3%, 0%
COCc1noc(-c2ccc(NCCN3CCNC3=O)nc2)n1
  -13, 2%, 4%, i, -5%, 1%, 8%
CCc1c(C)sc2c1CCN(C(=O)Nc1cc(C)ccc1OC)C2c1ccc(F)cc1 (stereo not drawn)
  27, -6%, -1%, x, x, x, x
O=C1N(CCCc2ccccc2)CCCC1(O)CN1CCN(CCO)CC1 (stereo not drawn)
  -1, -14%, 22%, -3%, -23%, 0%, 7%
CC1(C(=O)NCc2ccncc2)CCCc2cnc(Nc3ccccc3)nc21 (stereo not drawn)
  3, u, 3%[87.6 µM], 100µM*, -24%[172 µM], i, 1%[172 µM]
COc1ccc(CC(=O)N2CCN(c3ccc4nnc(C)n4n3)CC2)cc1
  15, x, x, u, 1%, x, x
COc1ccc(S(=O)(=O)N2CCN(CC3(O)CCNC3)CC2)cc1 (stereo not drawn)
  29, 7%, u, i, i, -11%, 2%
CCN1CCN(C(=O)c2ccc3c(c2)N(Cc2cc(C)ccc2C)C(=O)c2ccccc2S3(=O)=O)CC1
  19, -7%, -7%, x, x, x, x

Full records, looked up by structure.
Cn1cc(CN2CCCC(CCc3cccc(C(F)(F)F)c3)C2)cn1 (stereo not drawn) across the screens: IP6K1 inhibitor = 6; HEK293 viab = 0%; SNCA expr inhib = 7%; NIH3T3 tox = u; HEK cytotox = u; GPT2 inhibitor = -11%; Luciferase inh = 2%
Cc1cc(S(=O)(=O)Nc2cc3c(cc2C)n(C)c(=O)c(=O)n3C)ccc1F across the screens: IP6K1 inhibitor = 3; HEK293 viab = 6%; SNCA expr inhib = -11%; NIH3T3 tox = x; HEK cytotox = x; GPT2 inhibitor = x; Luciferase inh = x
CCN1CCN(C(=O)c2ccc3c(c2)N(Cc2cc(C)ccc2C)C(=O)c2ccccc2S3(=O)=O)CC1 across the screens: IP6K1 inhibitor = 19; HEK293 viab = -7%; SNCA expr inhib = -7%; NIH3T3 tox = x; HEK cytotox = x; GPT2 inhibitor = x; Luciferase inh = x

Later entries:
Values in the order: IP6K1 inhibitor, HEK293 viab, SNCA expr inhib, NIH3T3 tox, HEK cytotox, GPT2 inhibitor, Luciferase inh
COCCC(=O)N1CCC2(CC1)CN(C(C)=O)CC2COC (stereo not drawn)
  -1, 16%, -12%, -23%, -1%, i, -12%
O=C(Cc1cccnc1)NCC(=O)N1CCCCCNC(=O)CC1c1ccccc1 (stereo not drawn)
  1, 9%, -20%, i, -3%, -4%, -2%
Cc1ccc(C2Cn3nnc(C(=O)N4CCC(C(=O)NCc5cccc(C)c5)CC4)c3CO2)cc1 (stereo not drawn)
  5, 3%, 31%[activator], i, 3%, i, u
CC(=O)c1cc(C(=O)N2CCC(O)(c3ccc(C)cn3)CC2)c(=O)[nH]c1C
  6, -1%, 11%, -1%, 1%, 1%, -1%
CCn1cc(S(=O)(=O)NCC(=O)N2CCCCCNC(=O)CC2c2ccccc2)cn1 (stereo not drawn)
  -12, 2%, 6%, i, i, 4%, 7%
O=C(Nc1ccc(F)c(Cl)c1)C1CCN(S(=O)(=O)c2ccc3c(c2)CCCN3C(=O)C2CCC2)CC1
  0, 6%, 5%, x, x, x, x
COCc1cc(CC2(NCc3ccc(CO)o3)COC2)no1
  -10, 1%[87.6 µM], -4%[87.6 µM], -1%[174 µM], i, u, 2%[172 µM]
COc1ccc(Nc2ccnc(N3CCN(C(=O)Cc4cccc(Cl)c4)CC3)n2)cc1
  -9, u, u, 28µM*, u, -6%, x
CC(C)NC(=O)C[C@@H]1O[C@H](CNC(=O)c2cccc(F)c2)[C@@H](O)[C@H]1O
  2, 0%[87.6 µM], 5%[87.6 µM], 1%[174 µM], i, -4%[88.5 µM], 1%[172 µM]
COc1ccc2c(c1)OC[C@@H]1CN(CC(C)(C)O)C(=O)CCN(C(=O)Cc3ccccc3)[C@H]21
  -5, x, x, u, -3%, x, x
COc1ccc2ccc(OCc3nc(C(=O)N(C)CC(C)O)co3)cc2c1 (stereo not drawn)
  3, -7%, 14%, u, u, -29%, -19%
COc1cccc(CNC(=O)Cc2c(C(=O)O)c(C)cn2C)c1
  4, 12%, 11%, x, x, x, x
Cc1ccc(C2c3c(oc4ccccc4c3=O)C(=O)N2c2ccc(C)cn2)cc1 (stereo not drawn)
  7, 6%, 19%, x, x, x, x
COc1ccc(-c2nn(C)c3sc(C(=O)N4CCN(c5cccc(C)c5C)CC4)cc23)cc1OC
  -1, 18%, 20%, x, x, x, x
CC(C)c1ccc2oc(-c3cccc(NC(=O)c4ccc5c(c4)OCCO5)c3)nc2c1
  21, 0%, 9%, x, x, x, x
COc1ccc(C(=O)NCCNC(=O)c2cccc(-c3ccc(SC)cc3)c2)cc1
  16, 9%[12.5 µM], -2%, u, u, i, x
COc1cccc(CC(=O)Nc2ccc3nc(Nc4cccc(C(F)(F)F)c4)cc(C)c3c2)c1
  26, -10%, u, x, x, x, x
COc1cccc(CNC(=O)c2ccc3c(c2)nc2n3CCOC2)c1OC
  -4, 14%, 34%[activator], x, x, x, x
CCc1cccc2c(C(CC(=O)NCCC(C)C)c3cccc(OC)c3OC)c[nH]c12 (stereo not drawn)
  3, -9%, 6%, u, 45µM*, u, -1%
CCc1ccccc1NC(=O)CCCN1C(=O)CCn2nc(-c3cn(C)c4ccccc34)cc21
  4, 10%, -1%, x, x, x, x

Other compounds.
Values in the order: IP6K1 inhibitor, HEK293 viab, SNCA expr inhib, NIH3T3 tox, HEK cytotox, GPT2 inhibitor, Luciferase inh
CSc1cccc(NC(=O)C2CCN(c3nc4ccccc4[nH]3)CC2)c1
  5, -1%, 7%, x, x, x, x
CNC(=O)[C@@H]1CN(C(=O)c2ccc(Cl)s2)C[C@H]1c1nc(COC)no1
  6, 8%, 5%, -13%, -14%, 5%, 0%
CNC(=O)[C@@H](C1CCCCC1)N1CCC[C@H]1C(=O)N1CCN(CCOC)CC1
  6, -4%, -18%, -10%, -12%, i, -12%
COc1ccccc1C(=O)NCc1ccc2c(c1)CCN2C(=O)c1cccc(C)c1
  17, 2%, -3%, x, x, x, x
CCOc1cc(C2C(C(=O)Nc3ccccc3)=C(C)Nc3ncnn32)cc(Br)c1O (stereo not drawn)
  -8, -17%, u, x, x, x, x
CCOc1ccc(NC(=O)c2oc3ccccc3c2NC(=O)c2c(F)cccc2F)cc1
  29, -4%, 23%, x, x, x, x
COc1ccc(NC(=O)Nc2nnc(SCC(=O)Nc3cccc(C)c3C)s2)cc1
  16, 4%, 45%[activator], x, x, x, x
CNC(=O)N1CCC(C2CCN(C(=O)c3cnccn3)C2)CC1 (stereo not drawn)
  -7, 3%[12.5 µM], u, 3%, i, i, 1%
Cc1ccc(NC(=O)c2cc(-c3ccc[nH]3)n[nH]2)cc1
  4, 8%, 43%, -14%, -8%, i, 4µM*
CC1CCC2C(C)(C)C(O)CCC2(C)C12Cc1c(O)cc3c(c1O2)CN(C(CCC(N)=O)C(=O)O)C3=O (stereo not drawn)
  4, -10%[23.9 µM], x, x, x, i, x
COc1ccc(C(=O)NCCn2cc(SCC(=O)NCCc3ccc(OC)c(OC)c3)c3ccccc32)cc1
  2, -29%, 65%[activator], x, x, x, x
CO[C@@H]1CCOC[C@H]1NC(=O)c1ccccc1OC(F)(F)C(F)F
  16, 1%, 13%, -10%, -6%, -30%, 7%
O=C(CC1C(=O)NCCN1Cc1cccc(Oc2ccccc2)c1)NCc1ccco1 (stereo not drawn)
  11, -4%, u, u, 25µM*, 3%, 0%
O=C(NCc1ccc(F)cc1)c1nc(-c2ccc(F)cc2)c2cnccn12
  14, 3%, 12%, u, u, -11%, 0%
CCc1noc(CC2CCOC3(CCN(S(=O)(=O)c4cccc(Cl)c4)CC3)C2)n1 (stereo not drawn)
  -15, 2%, -19%, u, u, i, 7%
CC(=O)NC1(C)CCN(Cc2cnc(-c3cccc(C(F)(F)F)c3)s2)CC1
  -7, -11%[87.6 µM], 41%[activator][87.6 µM], u, u, -23%[88.5 µM], 6%[172 µM]
O=C(C[C@@H]1CCNC[C@@H]1Cc1cc(-c2ccc(F)cc2)on1)NCCN1CCOCC1
  4, 3%[87.6 µM], 2%[87.6 µM], i, -5%[172 µM], 0%[88.5 µM], -9%[172 µM]
CC(=O)N1CCC(NC2(Cc3cc(-c4cccc(O)c4)on3)COC2)CC1
  8, 2%[87.6 µM], -10%[87.6 µM], -21%[174 µM], -12%[172 µM], -8%[88.5 µM], 8%[172 µM]
